Screening results (PubChem BioAssay)
Dicer processing = inhibitors of human Dicer processing of pre-microRNA; Q9UPY3; cat-ELCCA pre-miR-21 Dicer processing, chemiluminescence; stronger effect = higher value; z-score at 25 µM; actives 6% (n = 47,000); AID 1347074; in the data active = z-score above about 3, passing the limit was not always enough;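 also: plate controls were vehicle for no effect and no enzyme for full effect; higher signal means more uncleaved substrate so more Dicer inhibition; strong numbers were not always called active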
An asterisk follows results filed as active. The list is partial; count on the stated rates, not on these rows.

no.	Compound	Dicer processing
1	Cc1cc(Br)ccc1NC(=O)C1Sc2nnc(C)n2NC1c1ccccc1 (configuration not stated)	0.34
2	c1ccc2c(c1)nc1n2CN(CCCN2CCOCC2)CN1CC1CCCO1 (configuration not stated)	0.49
3	Cc1cc(OCc2nc(-c3ccccn3)no2)cc(C)c1Br	-0.36
4	O=C(CN1c2cccc3cccc(c23)S1(=O)=O)Nc1ccccc1Cl	0.53
5	COC(=O)c1ccc(S(=O)(=O)N(C2CCCCC2)C2CCCCC2)n1C	-0.36
6	C#Cc1cccc(N=C(N)N=C(N)N)c1	-0.58
7	C#CCOC(=O)Nc1cnc(OCC)c(C(F)(F)F)c1	-0.38
8	COC(=O)c1c(C)nn(-c2ccccn2)c1-c1cc(C)on1	0.6
9	CCOc1ccccc1C1C(C(=O)OC2CCCCC2)=C(C)NC2=C1C(=O)CCC2 (configuration not stated)	1.7
10	Cc1sc2nc(-c3ccco3)oc(=O)c2c1C	-0.09
11	CCOC(=O)c1cc(C#N)c(SC)nc1C	0.12
12	CCN(CC)C(=O)C1Sc2nnc(C)n2NC1c1ccc(Cl)cc1 (configuration not stated)	-0.19
13	O=C1CCCc2nc(N3CCCCC3)sc21	-0.29
14	CCOC(=O)c1cccc2c1N[C@@H](c1ccc(C(=O)OC)cc1)[C@H]1CC=C[C@@H]21	-1.1
15	c1ccc(-c2nnc3sc(-c4ccco4)nn23)cc1	3*
16	Cc1cc(C)c(C#N)c(SCc2ccc(Br)cc2)n1	0.72
17	Brc1ccc2[nH]c3c(Br)cc(Br)cc3c2c1	2.9
18	O=C(Cn1cc(C(=O)c2ccco2)c2ccccc21)Nc1ccc(F)cc1	0.18
19	Cc1cc(C)c(S(=O)(=O)N2CCN(CCO)CC2)c(C)c1	1.9
20	COCCCNC(=S)NNC(=O)CC#N	-0.57
21	Oc1ccc(Cl)cc1C1=Nc2ccccc2N=C(c2ccco2)C1	3*
22	Cc1cc(=O)n2[nH]c(-c3ccc(C(C)(C)C)cc3)cc2n1	-0.62
23	C=C(C)c1cccc(C(C)(C)NC(=O)NCc2ccc(Cl)cc2)c1	0.35
24	CC(C)(C)OC(=O)C(C)(C)Sc1nc(-c2ccccc2)c(-c2ccccc2)o1	-0.76
25	NC(=O)C1(N2CCCCC2)CCN(C2CC(=O)N(c3ccccc3)C2=O)CC1 (configuration not stated)	-1.3
26	Cn1nc(C(F)(F)F)c(-c2ccccc2)c1NC(=O)COCC(=O)O	0.17
27	CCCCCCCc1c(COC)[nH]c(=S)[nH]c1=O	0.82
28	COc1ccc(CNc2ncnc(NCc3ccc(OC)cc3)c2[N+](=O)[O-])cc1	-1
29	CN(C)c1ccc(/C=C2\C(=O)Nc3ccccc32)cc1C#N	0.05
30	Cc1cc(C)c(C#N)c(SCc2ccccc2)n1	-0.7
31	O=c1[nH]c2ccc(S(=O)(=O)NCCO)cc2[nH]1	-0.2
32	O=C1CC(NCCc2c[nH]c3ccccc23)C(=O)N1c1ccccc1 (configuration not stated)	0.28
33	Cc1nc2ccc([N+](=O)[O-])cc2nc1C	-0.66
34	O=C1c2oc3ccc(Cl)cc3c(=O)c2C(c2ccc(O)cc2)N1Cc1ccc(F)cc1 (configuration not stated)	-0.74
35	COc1ccc(C(=O)N2CCc3sccc3C2c2ccc(Cl)cc2)cc1 (configuration not stated)	-1.7
36	COC(=O)c1cnc(N/N=C/C=C/c2ccccc2)nc1C(F)(F)F	1.3
37	CSc1nnnn1-c1c(C)cccc1C	-0.23
38	Cc1cccc(S(=O)(=O)Nc2cccc(-c3cn4ccc(C)cc4n3)c2)c1	1.4
39	CC(C)C12CN3CC(C(C)C)(CN(C1)C3c1ccc(O)cc1)C2=O (configuration not stated)	0.63
40	CCOC(=O)/C(C#N)=C/c1cn(-c2ccccc2)nc1-c1ccc(C)cc1	2.5
41	O=C(Nc1nc(-c2ccccc2)ns1)c1cccnc1	2.3
42	CCN(CC)CCn1c(NCc2ccncc2)nc2ccccc21	2.7
43	O=C(Nc1cccc(C(F)(F)F)c1)Oc1ccc(F)cc1Cl	0.94
44	O=[N+]([O-])c1ccc(Sc2c(-c3ccccc3)nc3ncccn23)cc1	-0.69
45	Cc1ccc(-c2cnc(NCc3cc(Cl)ccc3O)n2C)cc1C	2
46	O=C(c1cnc2cc(-c3ccccc3)nn2c1)c1cc(F)ccc1O	-1.1
47	c1ccc2[nH]c(CN3CCCCC3)nc2c1	-0.54
48	COc1cccc2cc(C#N)c(=N)oc12	-0.16
49	CNC(=O)Nc1cc(C(F)(F)F)cc(C(F)(F)F)c1	-1.1
50	Cc1cc(/C=N\NC(=O)CCc2ccc(O)cc2)c2c(C)ccc(C(C)C)cc1-2	1.7

More entries:
no.	Compound	Dicer processing
51	CCOc1ccc(-c2oc3ccc(C)cc3c(=O)c2O)cc1OC	-1.5
52	CCCCOC(=O)C1=C(C)NC2=C(C(=O)CC(C)(C)C2)C1c1cccc(Cl)c1 (configuration not stated)	-0.58
53	Cc1nc(Nc2nc3ccccc3c(=O)[nH]2)nc2c(C)cccc12	4*
54	COC(=O)c1c(-c2c(Cl)cccc2Cl)noc1NC(=O)NN1CCOCC1	-1.8
55	CC(C)(C)NC(=S)Nc1ccccc1C(F)(F)F	-0.62
56	CCOC(=O)c1cc2nc(Nc3ccc(OC)cc3)sc2s1	3.3*
57	CSc1c(C#N)c(-c2ccc(Cl)cc2)nn1C(=O)c1ccccc1Cl	-1.4
58	Cc1cc(N/C=C(\C#N)S(=O)(=O)c2ccc(Cl)cc2)nc(C)n1	1.1
59	COc1cccc(-c2cc(C(=O)O)c3ccccc3n2)c1	-0.8
60	CCCCOCC1CC2(CC(C)(c3csc(N)n3)OC2=O)C(=O)O1 (configuration not stated)	-0.37
61	CCOC(=O)NC(=O)c1ccc2ccccc2n1	-0.38
62	Cc1ccc(S(=O)(=O)N2CCN(C)CC2)cc1-c1nnc2c3ccccc3c(C)nn12	1.6
63	CSC1=N/C(=C\c2ccc(Cl)cc2)C(=O)N1CCOc1ccc(Cl)cc1	3.6*
64	COc1cc(/C=C2/N=C(c3ccccc3)N(C)C2=O)cc(OC)c1OC	2.5
65	CCOC(=O)c1oc2cccc(OC(C)=O)c2c1C	5.7*
66	CC(C)c1nc2sc3c(NCCCN(C)C)ncnc3c2c2c1COC(C)(C)C2	0.35
67	O=C1/C(=C/c2ccc3ccccc3c2)COc2ccccc21	-0.14
68	C=C1c2c(Cl)ccc(O)c2C(O)=C2C(=O)[C@]3(O)C(O)=C(C(N)=O)C(=O)[C@@H](N(C)C)[C@@H]3[C@@H](O)C12 (some centres not stated)	16*
69	CCOC(=O)c1c[nH]c2c(Cl)cc(Br)cc2c1=O	-0.56
70	O=C1CC(c2ccccc2Cl)Cc2nc(N3CCc4ccccc43)ncc21 (configuration not stated)	-0.28
71	O=C1NC(c2ccccc2Cl)Nc2sc3c(c21)CCN(Cc1ccccc1)C3 (configuration not stated)	1.9
72	O=C1CC(c2ccc(Cl)cc2)Cc2nc(NCC3CCCO3)ncc21 (configuration not stated)	2
73	Cc1nnc(SCC#CCOC(=O)c2ccc(Br)cc2)s1	-0.23
74	Cc1ccc(C(=O)Nc2cnc3ccccn3c2=O)cc1	-0.97
75	CCOC(=O)c1ccc(C#Cc2ccc3c(c2)CC(C)(C)CS3)nc1	0.95
76	CSc1ccc(C2c3c(oc4ccc(C)cc4c3=O)C(=O)N2c2ccccn2)cc1 (configuration not stated)	-0.25
77	CC1(C)CC(=O)C2=C(C1)NC1=C(C(=O)CC(C)(C)C1)C2c1ccccc1	-0.35
78	COC(=O)C12CCCC(C(=O)O)(CCC1)C2	-0.18
79	CCc1cc2c(=O)c(-c3nc4ccccc4s3)c(C(F)(F)F)oc2cc1O	0.77
80	COc1ccc(-n2nnnc2SCC(=O)c2ccc(Cl)cc2)cc1	-1.5

Another view of part of the listing above.
[72] O=C1CC(c2ccc(Cl)cc2)Cc2nc(NCC3CCCO3)ncc21 (configuration not stated)
  Dicer processing: 2

[76] CSc1ccc(C2c3c(oc4ccc(C)cc4c3=O)C(=O)N2c2ccccn2)cc1 (configuration not stated)
  Dicer processing: -0.25

[73] Cc1nnc(SCC#CCOC(=O)c2ccc(Br)cc2)s1
  Dicer processing: -0.23

[75] CCOC(=O)c1ccc(C#Cc2ccc3c(c2)CC(C)(C)CS3)nc1
  Dicer processing: 0.95

(further entries)
no.	Compound	Dicer processing
81	CN(C)CCCNS(=O)(=O)c1cc(Cl)c(Cl)cc1Cl	0.32
82	OC(Cc1cccnc1)(c1ccccc1)c1ccccc1	0.93
83	CCOC(=O)C1=C(C)NC2=C(C(=O)CCC2)C1c1ccccc1 (configuration not stated)	-0.52
84	O=C(Nc1ccc(F)cc1F)C(=S)N1CCOCC1	-4.6
85	CCN(CC)C(=O)COc1ccc2oc(C)c(C(=O)OC)c2c1	1
86	O=C(O)c1cc2c(s1)-c1cc(Cl)ccc1SC2	-0.14
87	O=S(=O)(c1ccc(F)cc1)N1C=CC(C(F)(F)F)=NCC1	-0.77
88	C/C(N)=N/S(=O)(=O)c1cc(Cl)c(Oc2ccc([N+](=O)[O-])cc2)c(Cl)c1	-0.39
89	CC1=CC(C)(C)N(C(=O)Nc2cccc(Cl)c2)c2ccccc21	1.6
90	CC1c2ccsc2CCN1S(=O)(=O)c1ccc(Cl)s1 (configuration not stated)	-0.75

From no. 81 to 85, as listed above:
no.	Compound	Dicer processing
81	CN(C)CCCNS(=O)(=O)c1cc(Cl)c(Cl)cc1Cl	0.32
82	OC(Cc1cccnc1)(c1ccccc1)c1ccccc1	0.93
83	CCOC(=O)C1=C(C)NC2=C(C(=O)CCC2)C1c1ccccc1 (configuration not stated)	-0.52
84	O=C(Nc1ccc(F)cc1F)C(=S)N1CCOCC1	-4.6
85	CCN(CC)C(=O)COc1ccc2oc(C)c(C(=O)OC)c2c1	1

Additional compounds follow.
# | Molecule | Dicer processing
91 | CC(C)(CO)NCc1ccc(F)cc1 | -0.96
92 | CC(=O)/C(=C\N(C)C)Sc1ccc(C)cc1 | -0.62
93 | CSCCC(NC(=O)c1ccc(C(F)(F)F)cc1)C(=O)NNS(=O)(=O)c1ccc(Cl)cc1 (configuration not stated) | -1.3
94 | N=c1c2c(F)cccc2ncn1NC(=O)c1ccncc1 | -0.32
95 | Cn1c(C(=O)O)c(CC(=O)O)c2ccccc21 | -1.4
96 | ONC=Nc1ccccc1Sc1nc2c(Cl)cc(Cl)cc2s1 | -0.65
97 | COc1ccccc1OCc1nc(C#N)c(NCCc2ccccc2)o1 | 0.2
98 | CSc1nc(N)c2ncn([C@@H]3O[C@H](COP(=O)(O)OP(=O)(O)OP(=O)(O)O)[C@H](O)C3O)c2n1 (some centres not stated) | 0.7
99 | O=C(O)c1cc(Cl)ccc1I | -1.5
100 | CCOC(=O)c1nc(C)sc1-c1ccnn1S(=O)(=O)c1cccc(Cl)c1 | -0.59
101 | Cc1nc(C(F)(F)F)nc(Sc2ccccc2Cl)c1Oc1ccccc1 | -1.2
102 | CC1CCCCN1C(=O)c1nn2c(c1Cl)NC(c1ccco1)CC2C(F)(F)F (configuration not stated) | -3.5
103 | O=C1CCc2c1[nH]c1ccc(C3CCCCC3)cc21 | 1.7
104 | Cc1ccc(-c2cn3ccc(C)cc3n2)cc1 | 1.1
105 | Cc1c(C)c(C)c2[nH]c(=S)[nH]c2c1C | -0.19
106 | CCC(COC(C)=O)Nc1nc2c(c(=O)n(C)c(=O)n2C)n1Cc1ccccc1 (configuration not stated) | -0.06
107 | FC(F)(F)c1cccc(CSc2n[nH]c(=S)s2)c1 | 1.7
108 | CCOC(=O)C1=C(Nc2ccc(OS(=O)(=O)c3ccccc3Cl)cc2)C(=O)N(C(C)(C)C)C1 | -0.35
109 | Cc1ccc(C2CC(=O)NC(SCC(=O)Nc3ccc(Br)cc3)=C2C#N)o1 (configuration not stated) | 0.78
110 | CO[C@H]1O[C@@H]2O[C@]3(C)CC[C@@H]4[C@@H](C)CC[C@H]([C@H]1C)[C@]24OO3 | -2.4
111 | Cc1sc2nc3n(c(=O)c2c1C)N=C(c1ccc(F)cc1)CS3 | -0.43
112 | Cc1cc(Sc2nnc(/N=C/N(C)C)s2)c2ccccc2n1 | -1.5
113 | CN(C)C1C(c2ccccc2)=C(c2ccccc2)SC(c2ccccc2)C1[N+](=O)[O-] (configuration not stated) | -3.1
114 | COC(=O)CCC(CCC(=O)OC)(C(=O)OC)C(=O)OC | -0.23
115 | FC(F)(F)c1cccnc1NCCNc1ncnc2scc(-c3ccccc3)c12 | -1.3
116 | Cc1ccc(C(=O)NC(Nc2ncccn2)(C(F)(F)F)C(F)(F)F)cc1 | 1.5
117 | Fc1ccc(-n2nnnc2-c2cnn(-c3ccccc3Cl)c2C(F)(F)F)cc1 | -1.6
118 | COC(OC)c1ccc(C#N)c(SC)n1 | 0
119 | COC(=O)C1CCN(C(=O)Cn2cnc3c2c(=O)n(C)c(=O)n3C)CC1 | 4.6*
120 | CC1(C)S[C@@H]2[C@H](NC(=O)[C@H](N)c3ccc(O)cc3)C(=O)N2[C@H]1C(=O)O | -0.21
121 | O=C1OC(/C=C/c2ccccc2)=NC/1=C/c1ccccc1Cl | 1.5
122 | O=S(=O)(c1ccccc1)N1CCCC1c1cccs1 (configuration not stated) | -0.38
123 | CC(C)c1ccc2nc(-c3ccc(N)cc3)[nH]c2c1 | 19*
124 | Cn1c(=O)oc2cc(S(=O)(=O)Nc3cccc(C(=O)O)c3)ccc21 | -1.3
125 | CCOc1ccc(Nc2cc(C)nc3ccc(OC)cc23)cc1 | 2.9
126 | O=C(O)c1cccc(-c2ccc(CO)o2)c1 | 0.37
127 | CSc1nnc(SC2=CC(=O)CC(c3ccccc3)C2)s1 (configuration not stated) | 2.4
128 | Cc1nc(C)c(Oc2ccc(Cl)cc2Cl)c(NCc2ccc(Cl)cc2)n1 | -0.55
129 | Cc1ccc(CN2C(=O)C3C(c4ccc(Cl)cc4)OC4(C(=O)c5ccccc5C4=O)C3C2=O)cc1 (configuration not stated) | -0.37
130 | Cc1ccc2c(c1)sc1ncc(NC(=O)c3ccc(Cl)cc3)c(=O)n12 | -1
131 | Cn1c(=O)c2c(nc(NCc3ccccc3)n2CC(O)CN2CCN(Cc3ccccc3)CC2)n(C)c1=O (configuration not stated) | -0.6
132 | COc1ccc(C2C(C(=O)OC3CCCC3)=C(C)NC3=C2C(=O)CCC3)cc1OC (configuration not stated) | -0.07
133 | CCOC(=O)c1c(N)sc(-c2ccccc2)c1C | -4.4
